Assay outcomes: PubChem BioAssay, Sanford-Burnham Center for Chemical Genomics
TAG inh: inhibitors of triacylglycerol accumulation, primary screen, cell-based, uHTS, fluorescence, H9c2. H9c2 cells, Nile Red lipid (TAG) fluorescence; cells loaded with 200 µM oleic acid. inhibition, % at 12.5 µM. 0.66% of 230,000 active;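 active = pattern-corrected inhibition of lipid staining of at least 50% with the nuclear-stain viability signal not falling by more than 50%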;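 note: 0% = DMSO wells and 100% = triacsin C control wells; some results filed as inactive read as strong as hits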
TAG inh DAPI viability: second read-out of TAG inh, no call of its own (marks repeat the call); DAPI nuclei signal change (viability), lower = more cytotoxic, %;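 whole-well DAPI fluorescence read on a plate reader as a viability signal; minus 50 percent equals half of cells still viable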
An asterisk follows results filed as active; & = joins results of further samples. This is a subset, so the mix of outcomes need not match the whole.

SMILES | TAG inh | TAG inh DAPI viability
COC(=O)c1c(C)oc2ccc(OC(=O)N3CCOCC3)cc12 | -6 | -3
Cc1[nH]n(-c2ccccc2)c(=O)c1N=Nc1ccc2c(c1)OCO2 | 8 | 1
CC(C)(C)C(=O)OCc1nc(-c2ccc(C(F)(F)F)cc2)cs1 | -9 | 12
Cc1ccc(COC(=O)CCN=C2NS(=O)(=O)c3ccccc32)cc1 | 2 | 5
CN(C)c1nc(N)nc(-c2ccco2)n1 | -8 | 4
S=C(c1ccc(-c2cc(Cl)ccc2Cl)o1)N1CCOCC1 | 21 | -7
O=C(NNS(=O)(=O)c1cccc(Cl)c1)c1cc(-c2ccc(F)cc2)nc2ccccc12 | 5 | 1
CC(=O)/C(N=Nc1ccc(C(=O)O)cc1[N+](=O)[O-])=C(\C)O | 12 | -7
Cc1sc2nc(CSCC(=O)Nc3ccc(Cl)cc3F)[nH]c(=O)c2c1C | 12 | 1
COc1ccc(NC(=O)c2cccs2)cc1C(=O)N1CCN(c2ccccc2)CC1 | 13 | -6
CCCN1CNC(=S)N(c2ccccc2C)C1 | -2 | 1
COc1ccc([C@H]2N[C@]3(CCCN(Cc4ccccc4)C3=O)[C@H]3C(=O)N(C)C(=O)[C@@H]23)cc1 | 1 | -1
Nc1ccn(CC(=O)NCc2ccc3[nH]ccc3c2)c(=O)n1 | 7 | -6
O=C(CN1CCN(c2ccc(F)cc2)CC1)Nc1nnc(-c2ccccc2)s1 | 8 | 18
Cc1cc(C)c(Cn2cnc3ccccc32)c(C)c1 | -10 | -12
CC1CN(c2nc3ccccn3c(=O)c2/C=C(\C#N)C(=O)N2CCOCC2)CC(C)O1 (centres undefined) | 1 | 0
COc1ccc(F)cc1C(=O)COC(=O)c1n[nH]c(=O)c2ccccc12 | 2 | -4
COc1ccc(C(=O)Nc2cccc(/C=C(\CCC(=O)O)c3nc4ccccc4s3)c2)cc1 | 12 | -2
COc1ccc(C(C)(C)C)cc1NC(=O)c1cncc(Br)c1 | 1 | 4
CCCCc1nc2cc(C(=O)NCCc3cnn(C)c3)ccc2o1 | -9 | -3
CN[C@H](C)C(=O)NC[C@H]1O[C@@H](n2ccc(N)nc2=O)[C@H](O)[C@@H]1O | 5 | -3
COc1ccc(-c2cn3ccccc3n2)cc1 | 12 | 6
O=S(=O)(O)CCS | -4 | 10
Cc1cc(C(=O)N2CCC2(C)C(=O)Nc2cccc3ccccc23)nn1C (centres undefined) | -29 | -3
CCOC(=O)c1cccc(Nc2nc(-c3cccnc3)nc3ccccc23)c1 | 53* | 2.7*
SMILES | TAG inh | TAG inh DAPI viability
CCOc1ncccc1C(=O)OCC(=O)Nc1ccc2c(c1)OCCO2 | 1 | -2
CC1=NCCN1S(=O)(=O)c1c(C(C)C)cc(C(C)C)cc1C(C)C | -2 | 5
CCOC(=O)c1c(NC(=O)CSc2nnc(C)c(=O)[nH]2)sc2c1CCC2 | 17 | -16
COc1ccc(NC(=S)NC2CCCC2)c(OC)c1 | 1 | 0
Cc1sc2ncnc(N3CCC(C(=O)Nc4ccc(Cl)cc4Cl)CC3)c2c1C | 8 | -1
CCOC(=O)c1c(NC(=O)c2cccs2)sc(C(=O)N(C)C)c1C | 30 | -4
COc1cccc(N2CC34C=CC(O3)C(C(=O)O)C4C2=O)c1 (centres undefined) | 12 | 2
COc1ccc(NC(C)C(=O)Nc2cc(C(F)(F)F)ccc2N2CCOCC2)c(OC)c1 (centres undefined) | -14 | -16
Cc1ccc(NC(=O)C(C)OC(=O)COc2cccc(C(F)(F)F)c2)cc1 (centres undefined) | -10 | -2
CCN(CCS(=O)(=O)c1ccc(Cl)cc1)C(=O)Nc1ccc(Cl)cc1 | 7 | -4
Cc1nnc(SCC(=O)N2CCCC(N3CCN(c4ccc(F)cc4)CC3)C2)o1 (centres undefined) | -3 | -5
Cc1cc(C)nc(SCCn2c(N3CCOCC3)nc3c2c(=O)[nH]c(=O)n3C)n1 | 3 | 5
CCOc1ccc(OCCC(=O)OCC(=O)c2c(N)n(C)c(=O)n(C)c2=O)cc1 | 0 | -1
CCN(CC)C1CCN(C(=O)c2cc(COc3ccc(-n4cncn4)cc3)on2)C1 (centres undefined) | -3 | 6
NNc1nc(N)c2c(n1)-c1ccccc1CC21CCCC1 | 0 | 6
Clc1ccc(C2[C@H]3CN(CC4CCCCC4)[C@H](c4ccccc4)C34CC2(c2cccnc2)C4)cn1 (some centres undefined) | 22 | 7
COC(=O)c1ccc(C(NC(=O)OCc2ccccc2)/C(F)=C/[C@@H](C)C(=O)O)cc1 (some centres undefined) | 11 | -1
O=C(NCCC1=CCCCC1)c1cnccn1 | -4 | 1
CCC(Sc1ncccc1C(=O)Oc1cccc([N+](=O)[O-])c1)C(=O)Nc1ccccc1OC (centres undefined) | 1 | -8
COc1ccc2cc(Br)ccc2c1CC(=O)N(C)C | -2 | -1
Cc1cc(C)c(NC(=O)CN2C(=O)NC3(CCc4ccccc43)C2=O)c(Cl)c1 (centres undefined) | 20 | 0
CC(=O)N1CCCN(C(=O)c2cc(COc3c(F)cccc3F)on2)CC1 | 16 | -1
NC(=O)c1ccccc1N=Cc1ccc2ccccc2c1 | 6 | 8
Cc1ccccc1NC(=O)Cc1nc(COC(=O)c2nccnc2N)cs1 | -18 | 11
O=C(Nc1ccc(S(=O)(=O)N2CCOCC2)cc1)c1ccccc1Br | -5 | -8

Five compounds drawn at random from those above, as already listed:
SMILES | TAG inh | TAG inh DAPI viability
CC1=NCCN1S(=O)(=O)c1c(C(C)C)cc(C(C)C)cc1C(C)C | -2 | 5
NNc1nc(N)c2c(n1)-c1ccccc1CC21CCCC1 | 0 | 6
CCOc1ccc(OCCC(=O)OCC(=O)c2c(N)n(C)c(=O)n(C)c2=O)cc1 | 0 | -1
Cc1cc(C)c(NC(=O)CN2C(=O)NC3(CCc4ccccc43)C2=O)c(Cl)c1 (centres undefined) | 20 | 0
Cc1cc(C)nc(SCCn2c(N3CCOCC3)nc3c2c(=O)[nH]c(=O)n3C)n1 | 3 | 5

Profiles as entered above. Screens in order: TAG inh, TAG inh DAPI viability
`COc1ccc(NC(C)C(=O)Nc2cc(C(F)(F)F)ccc2N2CCOCC2)c(OC)c1` (centres undefined) as listed: -14, -16
`O=C(NCCC1=CCCCC1)c1cnccn1` as listed: -4, 1
`COc1ccc2cc(Br)ccc2c1CC(=O)N(C)C` as listed: -2, -1
`Cc1ccc(COC(=O)CCN=C2NS(=O)(=O)c3ccccc32)cc1` as listed: 2, 5
`O=C(CN1CCN(c2ccc(F)cc2)CC1)Nc1nnc(-c2ccccc2)s1` as listed: 8, 18

Back to the main list; the 3 compounds before the break are reprinted first.
SMILES | TAG inh | TAG inh DAPI viability
NC(=O)c1ccccc1N=Cc1ccc2ccccc2c1 | 6 | 8
Cc1ccccc1NC(=O)Cc1nc(COC(=O)c2nccnc2N)cs1 | -18 | 11
O=C(Nc1ccc(S(=O)(=O)N2CCOCC2)cc1)c1ccccc1Br | -5 | -8
C=CCOC(=O)C1=C(C)NC(SCC(=O)N(CC)CC)=C(C#N)C1c1ccco1 (centres undefined) | 8&29 | -4&-11
N#C/C(=C/c1ccc(OC(=O)c2ccc(Br)s2)cc1)c1nc2ccccc2[nH]1 | 1 | 9
Cc1cc(C)nc(N/N=C/c2ccc3c(c2)OCCO3)n1 | 0 | 4
COC(=O)c1cc(C(=O)OC)n(Cc2ccc(C)cc2)c1C | -3 | -2
COc1ccc(-c2nn3cnnc3s2)cc1OC | -7 | -7
C=C(C)CNC(=S)N1CCN(C(c2ccccc2)c2ccccc2)CC1 | -10 | -4
CCC(=O)Nc1ccc2c(c1)nc(CN1CCCCC1)n2C | 3 | 3
c1ccc(-c2cncnc2)cc1 | 7 | -3
O=C(N1CCOCC1)N(Cc1ccco1)CC1CCCO1 (centres undefined) | 5 | 6
NC(N)=N/N=C/c1ccc(Cl)cc1Cl | 18 | -4
Clc1ccc(-n2nnnc2-c2cnc3ccccc3c2-c2ccccc2)cc1 | -4 | -3
Cc1ccc(Nc2nc(-c3ccccc3)cs2)nc1 | 24 | -4
O=C(O)c1c[nH]c(=S)n1-c1ccc(F)cc1 | -11 | 13
O=C(NC(=S)Nc1cccc(S(=O)(=O)NC2=NCCC2)c1)c1cc(-c2ccco2)nc2ccccc12 | 5 | -1
CCCCCCCCC#Cc1nc(C)ccc1OC | -29 | 5
C=CCNc1nc2ccccc2nc1NS(=O)(=O)c1ccc(Cl)cc1 | -6 | 6
CCC(NC(=O)CCc1nnc(-c2cc(C)on2)o1)C12CC3CC(CC(C3)C1)C2 (centres undefined) | 13 | -7
Cc1ccc(C(=O)NC2CCCCCCC2)cc1S(=O)(=O)N1CCOCC1 | 9 | -10
CCN1C(=O)c2ccc(C(=O)O)cc2C1=O | 1 | -4
CNC(=O)CN1C(=O)NC(Cc2c[nH]c3ccccc23)C1=O (centres undefined) | -5 | 3
CCn1c(=NC(=O)COc2ccccc2)sc2cccc(F)c21 | -23 | 2
O=[N+]([O-])c1ccc(N/N=C2\CC3CC=CC23)cc1 (centres undefined) | -56 | 3
COc1ccc(OCC(=O)NN2Cc3ccccc3C2=N)cc1 | -20 | -17
CC(=O)N1CCCc2ccc(NS(=O)(=O)c3ccc(C)cc3)cc21 | -7 | 3
Cc1ccc(S(=O)(=O)N2CCC(C(=O)OCC(=O)N3CCc4ccccc43)CC2)cc1 | -17 | -5

Five entries from above, ordered by count of non-hydrogen atoms, highest first.
SMILES | TAG inh | TAG inh DAPI viability
O=C(NC(=S)Nc1cccc(S(=O)(=O)NC2=NCCC2)c1)c1cc(-c2ccco2)nc2ccccc12 | 5 | -1
CCC(NC(=O)CCc1nnc(-c2cc(C)on2)o1)C12CC3CC(CC(C3)C1)C2 (centres undefined) | 13 | -7
N#C/C(=C/c1ccc(OC(=O)c2ccc(Br)s2)cc1)c1nc2ccccc2[nH]1 | 1 | 9
CCC(=O)Nc1ccc2c(c1)nc(CN1CCCCC1)n2C | 3 | 3
Cc1ccc(Nc2nc(-c3ccccc3)cs2)nc1 | 24 | -4

Remaining list, next part:
SMILES | TAG inh | TAG inh DAPI viability
COC(=O)c1ccccc1-c1ccc(/C=N/NC(N)=O)o1 | 9 | 0
COc1ccc(C#Cc2ccc3c(c2)c(=O)c2ccccc2n3C)cc1 | 15 | 13
Cc1ccccc1OCC(=O)N(Cc1ccco1)c1c(N)n(Cc2ccccc2)c(=O)[nH]c1=O | 9 | 0
O=C(CN1CCN(c2ccc(F)cc2)CC1)Nc1ccc(F)c(F)c1 | -6 | 4
Cn1c(=O)c2[nH]c(CCCCc3nc4ccccc4[nH]3)nc2n(C)c1=O | 1 | -4
COc1ccc2c(c1)CC/C(=C\c1ccc(OC)c(Cn3nc(C)cc3C)c1)C2=O | 32 | -7
O=C(CNC(=O)c1ccccc1Cl)N/N=C/C=C/c1ccccc1 | -16 | -1
O=C(O)c1nnsc1-c1csnn1 | -1 | -5
COc1ccc(CNS(=O)(=O)c2cc3c(cc2C)N(C)CCO3)cc1 | -1 | -6
O=C(COC(=O)c1ccc(O)cc1)Nc1cccc(S(=O)(=O)N2CCCCC2)c1 | -17 | -5
O=C(Nc1cc(C(F)(F)F)ccc1N1CCOCC1)c1cccnc1Cl | 4 | 2
O=C(NCC1CC1)c1ccc(Nc2nc3ccc(Br)cc3[nH]2)cc1 | 20 | 0
CN(C(=O)COC(=O)c1ccc2c(c1)OCO2)C1CCCCC1 | -3 | -5
CCN(CC(=O)Nc1c(F)cccc1F)C(=O)/C=C/c1ccc(Br)s1 | 13 | -1
CCOC(=O)N1CCC(Nc2nc(OC)nc(OC)n2)CC1 | -1 | 4
Cn1cc(CN2CCC(C(=O)Nc3cccc(-c4cscn4)c3)CC2)cn1 | 9 | 6
CCN(CC(=O)Nc1ccccc1C(F)(F)F)C(=O)c1cc(-c2ccccc2)nn1-c1ccccc1 | 33 | -3
CC1(c2nnc(-c3ccc(F)cc3)o2)CC(c2cccnc2)=NO1 (centres undefined) | -9 | 6
Cc1ccc(C(=O)NCC(=O)OCC(=O)NC2CCCC(C)C2C)s1 (centres undefined) | -3 | 8
CCN(c1ccccc1)S(=O)(=O)c1cccc(C(=O)NCC(c2ccc(F)cc2)N2CCOCC2)c1 (centres undefined) | 1 | 0
O=C(Nc1ccc(C(=O)Nc2ccccc2Cl)cc1)c1cccnc1 | 8 | 0
CCN1C[C@@H]2[C@@H]3C(=O)N(C)C(=O)[C@@H]3[C@](C)(C1=O)N2C(=O)c1ccc(C(F)(F)F)cc1 | -15 | 7
O=C(NCc1ccc2c(c1)OCO2)C1CCCN1S(=O)(=O)c1ccc(F)cc1 (centres undefined) | -8 | 3
CC(=O)c1cccc(-c2ccnc3c2CC(C(=O)Nc2cccc(NS(C)(=O)=O)c2)O3)c1 (centres undefined) | 3 | -3
CCNC(=O)N1CCC(n2nccc2NC(=O)CCCc2ccccc2)CC1 | 7 | 2
SMILES | TAG inh | TAG inh DAPI viability
O=C(/C=C/c1ccccc1)Nc1cccc(C(=O)NCCCCc2ccccc2)c1 | -11 | 2
CCCC(=O)NC(c1ccccc1)c1ccc2cccnc2c1O (centres undefined) | 86 | -66
CCC1CCCCN1S(=O)(=O)c1ccc(NC(=O)c2cccnc2)cc1 (centres undefined) | -6 | 1
Cc1ccc(C(=O)N/C(=C\c2ccccc2)C(=O)NCc2cccnc2)cc1 | 1 | 12
CCOC(=O)Cc1csc(NC(=O)c2ccc3ncsc3c2)n1 | -16 | 9
O=[N+]([O-])c1ccc(/C=N/Nc2ncccc2[N+](=O)[O-])s1 | 64* | -27*
CCCNC(=O)C1(C)CCN(Cc2ccc(OC)c3ccccc23)C1 (centres undefined) | 6 | 9
CC(OC(=O)Cc1n[nH]c(=O)c2ccccc12)C(=O)Nc1ccc(S(N)(=O)=O)cc1 (centres undefined) | 10 | -4
O=C(Cc1c(F)cccc1Cl)Nc1ccccc1C(=O)N1CCCCC1 | 6 | 0
